Screening data as filed in PubChem BioAssay.
Rad51 HR inh = blocks human Rad51 in homologous recombination; actives 0.085% (n = 200,000); inhibition, % at 10 µM; hRad51 DNA strand exchange, fluorescence dequenching;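 active = inhibition above 40% at the single screening dose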;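 also: 0% = DMSO control wells and 100% = blanks with heterologous ssDNA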
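Material: human Rad51–ssDNA filaments; Probe or stimulus: labelled 47-mer dsDNA for strand exchange; Doses: single 10 µM dose; Incubation: 37 °C 15-min filament assembly, 30-min compound preincubation, 15-min exchange; Technique: FRET fluorescence dequenching, excitation 485 nm, emission 520 nm; Measure: Fluorescence-based percent inhibition, control- and blank-normalised; Benchmarks: plate control and blank wells.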
hK5 inh = blocks human kallikrein 5 protease activity | Q9Y337 | recombinant hK5, fluorogenic AMC substrate cleavage | inhibition, % at 5 µM | actives 0.59% (n = 210,000) | AID 873;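 active = inhibition of 40% or more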;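 also: 0% = enzyme controls without compound and 100% = no-enzyme blanks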
Target sequence (Q9Y337 67-293 limits assumed): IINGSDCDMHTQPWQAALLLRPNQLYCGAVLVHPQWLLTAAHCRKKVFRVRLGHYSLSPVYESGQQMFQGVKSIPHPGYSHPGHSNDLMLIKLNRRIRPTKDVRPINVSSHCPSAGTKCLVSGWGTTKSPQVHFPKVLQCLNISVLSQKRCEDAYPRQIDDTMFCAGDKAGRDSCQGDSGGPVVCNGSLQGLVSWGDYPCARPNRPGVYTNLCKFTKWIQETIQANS
FXIIa inh 1536 = factor XIIa (human) inhibition; purified FXIIa, Boc-QGR-AMC fluorogenic substrate, 2 h; P00748; actives 0.3% (n = 220,000); AID 800; inhibition, % at 5 µM; in the data active = inhibition above about 40%;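 also: 0% = enzyme with no compound and 100% = blank without enzyme; many of its hits are not listed in these tables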
Cl transport mod = modulates chloride dependent transport by human KCC2; AID 1456; KCC2 cells, thallium flux FluoZin-2 fluorescence; actives 2.2% (n = 190,000); B-score of Tl+ flux slope (higher = more flux/activation; lower = inhibition) at 10 µM; Q9H2X9;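 active = thallium flux slope and its plate-corrected score both differing from the plate sample mean at a set confidence after two filtering rounds, in either direction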;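 also: slope of fluorescence scaled to starting intensity during 10 to 20 s after thallium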
FXIa inh = blocks human coagulation factor XIa protease activity | actives 0.14% (n = 220,000) | P03951 | purified FXIa, Boc-Glu-Ala-Arg-AMC fluorogenic substrate | inhibition, % at 5 µM;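 active = inhibition of at least 40%; inactive = inhibition below 40%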;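 also: fluorescence of freed AMC excited at 355 nm; 0% = enzyme without compound and 100% = no enzyme blank; many of its hits are not listed in these tables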
Furin inhibitor = inhibitors of human furin; P09958; purified furin, fluorogenic substrate cleavage; inhibition, % at 30 µM; actives 0.061% (n = 220,000); AID 463115; in the data active = inhibition above about 25%; also: inactives centre near -15
Target sequence (P09958 108-714 limits assumed): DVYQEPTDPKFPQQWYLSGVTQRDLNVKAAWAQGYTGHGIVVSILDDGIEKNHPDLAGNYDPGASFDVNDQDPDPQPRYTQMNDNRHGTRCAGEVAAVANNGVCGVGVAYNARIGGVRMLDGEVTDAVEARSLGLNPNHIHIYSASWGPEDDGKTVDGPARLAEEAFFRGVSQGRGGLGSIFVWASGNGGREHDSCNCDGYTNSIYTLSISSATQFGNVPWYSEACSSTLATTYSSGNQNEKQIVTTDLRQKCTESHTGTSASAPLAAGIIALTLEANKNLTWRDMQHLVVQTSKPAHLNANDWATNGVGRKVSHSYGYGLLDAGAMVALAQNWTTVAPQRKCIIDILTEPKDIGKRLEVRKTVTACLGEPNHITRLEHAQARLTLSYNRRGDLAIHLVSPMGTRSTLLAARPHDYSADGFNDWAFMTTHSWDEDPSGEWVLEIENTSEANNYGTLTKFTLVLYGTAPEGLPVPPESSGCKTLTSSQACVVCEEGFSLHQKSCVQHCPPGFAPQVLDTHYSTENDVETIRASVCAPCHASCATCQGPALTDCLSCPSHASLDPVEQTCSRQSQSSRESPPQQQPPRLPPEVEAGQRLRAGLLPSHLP
Calpain2 inh = calpain II (pig) inhibition. purified calpain II, fluorogenic peptide substrate, 30 min. inhibition, % at 16 µM. actives 0.37% (n = 220,000). AID 1236;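 active = inhibition above about 50%, limit read from the data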
Thrombin inh = blocks human thrombin protease activity; actives 0.26% (n = 220,000); P00734; inhibition, % at 5 µM; AID 1046; alpha-thrombin, Boc-VPR-AMC fluorogenic substrate cleavage;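 active = inhibition at or above 40%; inactive = inhibition below 40%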;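 also: 0% = enzyme with no compound and 100% = wells without enzyme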
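signal = AMC fluorescence, 355/460 nm | material = human alpha-thrombin enzyme | control set = enzyme without compound as high, wells lacking enzyme as low | times = reaction at room temperature | read-out basis = percent inhibition scaled between no-compound controls and no-enzyme blanks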
PERK inhibitor = blocks human PERK kinase; Q9NZJ5; CHO PERK-DD fusion, SEAP luminescence translation reporter; inhibition, % at 5.6 µM; actives 0.17% (n = 220,000);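 active = inhibition above the mean inhibition of all tested compounds plus 3 SD, set separately per screening campaign, cut at about 2.9% in these data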;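 also: PERK kinase domain activated by AP20187 dimerizer at 100 nM; 0% = DMSO with dimerizer and 100% = rapamycin at 8.4 µM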
Numbers without * were called inactive; i = inactive; / = no result given; [ ] = another dose, or the depositor's remark.

SMILES | Rad51 HR inh | hK5 inh | FXIIa inh 1536 | Cl transport mod | FXIa inh | Furin inhibitor | Calpain2 inh | Thrombin inh | PERK inhibitor
CCOC(=O)C(NC(=O)Nc1ccc(F)cc1F)(Oc1ccc(F)cc1)C(F)(F)F (stereo not drawn) | 6.9 | -4.5 | 4.9 | -0.604 | -3.2 | -15.8 | 15.4 | -7.5 | 0.4
COC(=O)[C@@H](NC(=O)N1CCN(c2cccc(C(F)(F)F)c2)CC1)C(C)C | -1.8 | -2.6 | 17.1 | 1.16 | 5.4 | -17.9 | 3.0 | 5.3 | -1.3
O=C(Cn1cc2c(n1)CCCC2)NCCCN1CCN(c2ccccc2F)CC1 | -7.3 | -3.8 | 0.9 | 0.601 | -7.8 | -2.8 | -15.7 | -8.2 | -0.1
Clc1cc2c(c(CSc3nc4ccccc4n4cccc34)c1)OCOC2 | 3.1 | -0.9 | 7.2 | 0.0269 | 0.7 | -14.4 | -26.2 | 1.0 | 0.3
O=C(Nc1ccc2c(c1)OCO2)N1CCN(c2ccccc2Cl)CC1 | 4.1 | -5.9 | 10.0 | / | 1.1 | -21.3[20 µM] | -0.8 | -1.1 | -0.6
CC(=O)Nc1cc2c(cc1C(C)=O)OCCO2 | 3.2 | -9.5 | 2.9 | -0.251 | -5.5 | -17.9 | -125.5 | 11.8 | -0.8
CCCCCNC(=O)CN(c1ccc2c(c1)OCO2)S(C)(=O)=O | 0.9 | -9.9 | 15.5 | 0.0879 | 4.8 | -10.4[20 µM] | -4.7 | 6.2 | -0.5
O=C(NCc1ccccc1)C1=C[C@@H](C2CC2)C[C@@H](OCc2ccc(CO)cc2)O1 | -5.0 | 2.0 | 9.8 | 0.364 | 0.9 | -23.9 | 17.8 | -1.8 | 1.0
CC1CN(Cc2ccccc2)c2nc3c(c(=O)n(C)c(=O)n3C)n2C1 (stereo not drawn) | -6.2 | -16.6 | 13.2 | 1.46 | 0.1 | -17.1 | 7.0 | -0.7 | -0.4
CN1C(=S)SC(/[N+]([O-])=C\c2ccccc2)C1(C)C (stereo not drawn) | -2.4 | -16.0 | 5.2 | -0.951 | -8.1 | -22.8[20 µM] | -46.3 | -11.0 | 0.6
CC(C)(C)c1ccc(C(=O)CSc2nc3ccccc3c(=O)[nH]2)cc1 | -9.1 | 40.2* | 10.0 | 0.902 | 13.7 | -8.9[20 µM] | 21.0 | 13.6 | 0.3
Cc1cc(C)c2nc(-c3ccccn3)cc(C(=O)NCc3cc(C)n(C)n3)c2c1 | 16.9 | -18.8 | -5.9 | -0.143 | -3.8 | -25.4 | -402.5 | 2.8 | 0.8
C=C(C)CSC1=C(C#N)C(c2ccsc2)CC(=O)N1 (stereo not drawn) | -9.7 | -20.0 | 0.8 | 1.01 | 0.3 | -23.3 | -34.8 | -7.2 | 1.5
O=C(Nc1nnc(SCc2cccc(F)c2)s1)c1ccco1 | 7.5 | 2.9 | 5.8 | 1.53 | -2.8 | -16.5 | -13.8 | -1.9 | 2.2
CSc1nnc(-c2cccn(Cc3ccccc3)c2=O)o1 | -3.6 | -7.0 | -2.2 | -0.339 | -13.7 | -237.9 | i | -19.0 | 1.0
COc1ccc(CN(Cc2ccc(C(=O)O)cc2)C(=S)Nc2ccccc2Cl)cc1OC | 11.4 | -1.9 | 1.7 | -0.0441 | -4.2 | -6.8 | -16.4 | -15.2 | 0.0
O=C(CSc1c2c(nc3ccccc13)CCCC2)NCc1ccco1 | 19.4 | 4.7 | 10.1 | -0.0337 | 4.6 | -14.3 | -1.5 | -2.8 | 0.1
COc1ccc(OC)c(CN2C(=O)CCC2(C)C(=O)NC2CCCCCC2)c1 (stereo not drawn) | -6.3 | 1.9 | 9.8 | / | 0.5 | -10.0 | -9.2 | -4.3 | -1.0
Cc1cccc(OCC(=O)Nc2cccc(C(=O)NCC(C)C)c2)c1 | 14.1 | -4.4 | 11.1 | -0.46 | 0.7 | -5.3 | 19.5 | -2.9 | 0.2
CSc1nc(C)[nH]c(=O)c1C#N | -27.6 | -5.7 | -3.2 | / | -1.8 | -7.7 | -3.4 | -7.3 | 2.7
O=C(COC(=O)c1cc(S(=O)(=O)N2CCOCC2)ccc1O)NCC1CCCO1 (stereo not drawn) | -1.7 | -4.3 | 7.5 | / | -5.1 | -11.6 | -43.2 | -6.4 | 0.2
COc1ccc([N+](=O)[O-])cc1NC1C2CC3CC(C2)CC1C3 (stereo not drawn) | -3.9 | -6.3 | 9.8 | 0.536 | -1.7 | -1.6[20 µM] | 3.5 | -5.2 | 1.1
Cc1sc2ncnc(SC(C)C(=O)N3c4ccccc4Sc4ccccc43)c2c1C (stereo not drawn) | -5.8 | -6.1 | 2.9 | 1.96 | -12.1 | -13.9 | -41.9 | -1.2 | 0.8
C=CCNc1nc(Cl)nc(Nc2ccc([N+](=O)[O-])cc2)n1 | / | -1.0 | 3.9 | 0.198 | -3.6 | -16.5 | -9.4 | -5.9 | 0.3
Cc1nc2[nH]c(=O)c3c(n2n1)NC1=C(C(=O)CC(C)(C)C1)C3c1ccccc1 (stereo not drawn) | 1.2 | 0.0 | -14.0 | -1.27 | -10.7 | -44.0 | -460.2 | -5.9 | -1.0
C/C(=N/NC(=O)c1cccs1)c1cccc(NC(=O)C2CC2)c1 | 0.7 | -20.2 | 12.1 | 0.378 | -0.2 | -2.8[20 µM] | 3.1 | -2.0 | 1.2
O=C(COC(=O)c1ccc(Cl)c(S(=O)(=O)N2CCCCC2)c1)NCC1CCCO1 (stereo not drawn) | / | / | 11.7 | -0.00243 | 4.3 | -25.3 | 23.8 | 0.0 | 0.0
O=C(Nc1c(C(=O)N2CCOCC2)cnn1-c1ccccc1Cl)c1ccco1 | -0.8 | -1.2 | 8.0 | -0.14 | -3.0 | -21.7[20 µM] | -25.3 | -10.6 | 0.1
CCN(CC)C(=O)C(=O)c1c(-c2ccccc2)[nH]c2ccccc12 | -4.4 | -7.9 | 13.0 | -1.38 | 6.7 | -8.2 | 32.7 | -13.6 | 0.5
COC(=O)C1=C(N)Oc2cc(C)n(Cc3ccncc3)c(=O)c2C1c1cccnc1 (stereo not drawn) | -10.9 | / | / | -0.465 | / | -11.0[20 µM] | / | / | -0.2
CSc1cccc(NC(=O)/C=C/c2ccccc2)c1 | -6.5 | -11.8 | 7.9 | -0.479 | -0.2 | -10.7 | 13.7 | -6.8 | -0.6
O=C(O)CCC(=O)N1N=C(c2cccs2)CC1c1cn(-c2ccccc2)nc1-c1ccccc1 (stereo not drawn) | 3.8 | -1.7 | 27.0 | 0.0905 | 17.9 | -19.3[20 µM] | -77.7 | -1.9 | -0.5
CC(=O)C1=C(C)NC(SCC(=O)c2ccc(C)cc2)=C(C#N)C1c1ccco1 (stereo not drawn) | -12.1 | 3.5 | 4.4 | -1.9 | 4.9 | -1.8[20 µM] | -4.3 | -1.8 | -1.5
c1csc(-c2noc(CN3CCc4sccc4C3)n2)c1 | -1.4 | 3.1 | 9.6 | -0.706 | 0.7 | -16.8 | -13.2 | -7.2 | 0.1
O=[N+]([O-])c1cccc(/C=N/N2CCN(Cc3ccc(Cl)cc3)CC2)c1 | / | -1.1 | 3.0 | -1.02 | -3.0 | -18.6 | 1.8 | -11.3 | -0.2
Cc1ccc(-c2nc3sc4c(c3c(=O)n2N)CCCC4)cc1 | 0.3 | -13.8 | 9.7 | / | 6.1 | 0.3[20 µM] | -64.3 | 1.5 | -0.8
COC(=O)NC(=S)Nc1ccc(Oc2ccc(Cl)cc2)c(Cl)c1 | -8.4 | -3.2 | 16.4 | / | -0.4 | -18.9[20 µM] | -3.0 | 5.2 | 0.1
O=C(COC(=O)c1ccccc1SCC(=O)NC1CCS(=O)(=O)C1)NC1CCS(=O)(=O)C1 (stereo not drawn) | -11.5 | -12.2 | -2.1 | 0.0517 | -5.7 | -6.2 | -12.1 | -5.3 | 1.2
Cn1cnc2c(NCc3ccco3)ncnc21 | -4.2 | 0.3 | 8.7 | -0.596 | 0.0 | -20.2 | 12.3 | -8.4 | 0.6
CN(C)c1ccc(NC(=O)Nc2cccc(Cl)c2)cc1 | -0.7 | -4.2 | 4.3 | -1.6 | 4.0 | -18.4[20 µM] | 36.4 | -6.3 | -0.5
O=C(Cn1c2c(c(=O)n3ncnc13)CCC2)N/N=C/c1cccs1 | 18.2 | 5.6 | 5.4 | -1.56 | 8.3 | -27.3 | 11.9 | -1.8 | 1.8
C/C(=N\Nc1nc2ccc(Cl)cc2o1)c1ccccc1 | 8.7 | 5.6 | 3.8 | 10.2* | -8.9 | -23.2 | 2.8 | -4.4 | -0.4
O=c1[nH]n(-c2ccc(F)cc2)c2ncccc12 | -10.5 | -14.6 | 1.0 | -0.0163 | -16.5 | -16.4[20 µM] | 8.5 | -1.1 | 1.1
CC(=O)NS(=O)(=O)c1ccc(NC(=O)CSc2ccc(C)cc2)cc1 | 2.0 | -1.6 | 5.6 | 0.211 | -1.8 | -34.2 | -23.5 | -2.8 | 1.2
Cc1ccc(C)c(NC(=O)CSc2nnc3n2CCCCC3)c1 | -0.8 | -11.6 | 1.7 | 1.29 | -4.8 | -18.3 | -9.8 | -20.3 | -0.2
Cc1cc(N2CCN(C)CC2)nc2ccc(NC(=S)N3CCOCC3)cc12 | 2.8 | 2.5 | 7.5 | -0.0117 | -1.9 | -16.0 | -41.9 | -8.7 | 0.1
Cc1nn(C)cc1CNC(=O)COc1ccc(Cl)cc1Cl | 5.3 | -2.6 | 12.7 | -0.953 | 7.2 | -20.0[20 µM] | -11.0 | -0.3 | 0.9
Cc1[nH]c2ccccc2c1C(=O)COC(=O)Cn1c(C)nc2ccccc21 | 6.0 | 51.7* | 31.8 | 0.816 | 39.4 | -14.8 | 14.6 | 20.0 | -0.7
COC(=O)CCCC(=O)Nc1c(F)c(F)c(F)c(F)c1F | -2.7 | 2.2 | 11.0 | -0.481 | 3.1 | -4.1 | -10.3 | 3.1 | 0.9
CCCCNC(=O)NNC(=O)c1ccoc1C | / | -1.1 | 16.2 | 0.391 | 15.4 | -10.4[20 µM] | 14.1 | 2.5 | -0.3
Cc1csc(NC(=O)CSc2nnc(-c3ccncc3)n2C)n1 | -1.1 | -4.2 | 16.9 | 0.689 | 5.2 | -10.1 | -7.1 | 3.1 | 0.5
CCOC(=O)N1CCN(C(c2ccc(Cl)cc2)c2sc3nc(C)nn3c2O)CC1 (stereo not drawn) | 0.5 | -2.4 | 15.6 | 0.216 | 1.3 | -10.0 | 17.4 | 6.9 | /

Ordered by heavy-atom count (high to low): part of the list above
SMILES | Rad51 HR inh | hK5 inh | FXIIa inh 1536 | Cl transport mod | FXIa inh | Furin inhibitor | Calpain2 inh | Thrombin inh | PERK inhibitor
Cc1csc(NC(=O)CSc2nnc(-c3ccncc3)n2C)n1 | -1.1 | -4.2 | 16.9 | 0.689 | 5.2 | -10.1 | -7.1 | 3.1 | 0.5
COC(=O)CCCC(=O)Nc1c(F)c(F)c(F)c(F)c1F | -2.7 | 2.2 | 11.0 | -0.481 | 3.1 | -4.1 | -10.3 | 3.1 | 0.9
CCCCNC(=O)NNC(=O)c1ccoc1C | / | -1.1 | 16.2 | 0.391 | 15.4 | -10.4[20 µM] | 14.1 | 2.5 | -0.3

An excerpt, so the mix of outcomes need not match the whole.
